Screening results: PubChem BioAssay, several laboratories
bovine MsrA act – activators of bovine methionine sulfoxide reductase A. purified bovine MsrA, absorbance read-out. activation, % at 10.6 µM. 0.3% of 360,000 active. AID 602163; in the data active means activation above about 7.5%;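 further: 0% = vehicle and 100% = reference activator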
CSN deneddyl inh – CSN deneddylation inhibition; Q92905; Purified CSN, SCF-Nedd8-OG deneddylation, fluorescence polarization; inhibition, % at 12.5 µM; 0.38% of 360,000 active; AID 651999;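 active means pattern-corrected inhibition above about 35%, with an unprinted fluorescence ratio check between 0.5 and 1.5, limit read from the data, passing the limit was not always enough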;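 further: 0% = enzyme with substrate and 100% = substrate without enzyme; some results filed as inactive read as strong as hits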
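Material: purified human Csn5 enzyme expressed in HEK293T cells / Medium: Tris buffer pH 7.5, NaCl, DTT, Tween-20, trehalose, ovalbumin / Compound dosing: 12.5 µM single point / Schedule: 90 min incubation of compound, enzyme and substrate at room temperature / Signal: fluorescence polarization of the substrate / Control set: no-enzyme wells high, enzyme-with-substrate wells low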
MsrA inh – inhibits bovine methionine sulfoxide reductase A; purified bovine MsrA, absorbance read-out; inhibition, % at 15.5 µM; 0.75% of 360,000 active; in the data active means inhibition above about 4.5%;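 further: 0% = vehicle wells with enzyme and 100% = reference inhibitor wells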
FAS TE block – FAS thioesterase (human) inhibition | recombinant FAS-TE, OMFH fluorogenic substrate, fluorescence endpoint | inhibition, % at 15 µM | 0.67% of 360,000 active;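 active means compounds whose normalised, plate-corrected inhibition of enzyme fluorescence in the single-dose primary screen is 50% or more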;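 further: 0% = DMSO with enzyme and 100% = substrate without enzyme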
MLLE-PAM2 inh – blocks PAM2 peptide binding to the PABP1 MLLE domain; P11940; GST-MLLE / FITC-PAM2 fluorescence polarization; inhibition, % at 20 µM; 0.36% of 360,000 active; AID 588489; in the data active means inhibition above about 35%, passing the limit was not always enough;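 further: plate controls were DMSO wells with GST-MLLE for no effect and wells lacking GST-MLLE protein for full effect; some results filed as inactive read as strong as hits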
Rin1-Abl PPI inh – human Rin1-Abl interaction inhibition; P00519+Q13671; TR-FRET Rin1/Abl binding, biochemical; inhibition, % at 7.35 µM; 0.4% of 360,000 active; AID 588664; in the data active means inhibition above about 5%, passing the limit was not always enough
Rpn11 inh – inhibitors of human proteasome Rpn11; human 26S proteasome, Ub4-pepOG fluorescence polarization; 20S core pre-blocked with epoxomicin; calls only at 20 µM; 0.59% of 360,000 active;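 active means inhibition at 20 µM, scaled to each plate's controls, above about 33%, limit read from the data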
MT1-MMP act inh – inhibitors of human MT1-MMP activation. GFP/RFP ratio change, % at 20 µM. AID 651647. 0.061% of 360,000 active. HT1080 RFP-PRO-GFP cells, GFP/RFP ratio fluorescence, overnight; percent of plate control window, DMSO zero;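 active means GFP/RFP ratio change of at least 30% with cell ATP level not reduced by more than half and red fluorescence within 50% of control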; further: strong numbers were not always called active
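Assay system – RFP-PRO-GFP reporter HT1080 cells · Compound dosing – single dose of 20 µM compound, 1% DMSO final · Incubation – overnight compound exposure at 37 °C · Measure – GFP/RFP fluorescence ratio · Benchmarks – DMSO wells and RFP-L50D-GFP cells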
eLon inh – inhibitors of E. coli Lon protease; purified E. coli Lon protease, fluorescence polarization; 0.42% of 360,000 active; inhibition, % at 7.94 µM; P0A9M0; AID 602123; in the data active means inhibition above about 13%, passing the limit was not always enough;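 further: 0% = enzyme with probe and DMSO and 100% = no enzyme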
Starred values were filed as active, the others as inactive; i = inactive; / = no result given. The order is random; 3.7% or so of the library scored in one or more.

Each structure is followed by: bovine MsrA act | CSN deneddyl inh | MsrA inh | FAS TE block | MLLE-PAM2 inh | Rin1-Abl PPI inh | Rpn11 inh | MT1-MMP act inh | eLon inh
COc1ccc(O)c(/C=N/NC(=O)c2cccc(N3CCCC3=O)c2)c1
  -4 | -6 | 0.2 | -5 | 6 | -3 | i | -1 | -17
COc1ccc2c(N)c(C(=O)NN)[nH]c2c1
  -2 | 10 | 1.8 | -4 | -17 | -4 | i | -17 | -10
C/C(=N\NC(=O)c1cc(-c2ccc(C)s2)[nH]n1)c1ccco1
  -12 | 1 | 2.0 | -4 | -5 | 2 | i | 2 | 0
CCCN(Cc1cc2ccc(C)cc2[nH]c1=O)C(=O)c1cccnc1
  -1 | 8 | 0.9 | -7 | -7 | 3 | i | -1 | 0
CC1(C)Cc2c(cnn2-c2ccc(F)cc2)C(NC(=O)CCc2ccncc2)C1 (stereo not given)
  -3 | -3 | 0.1 | -5 | 6 | -2 | i | -2 | -10
COc1ccccc1CC1S/C(=N/N=C/c2ccco2)NC1=O (stereo not given)
  -4 | -2 | 2.2 | 3 | -20 | 1 | i | 3 | -2
O=C(CSc1nnc2c(Cl)cc(Cl)cn12)N1CCOCC1
  2 | -2 | / | -7 | -16 | -3 | i | 2 | 4
COc1ccc(CN2C[C@@H](CO)O[C@@H](n3cnc4c(NCCCO)ncnc43)C2)cc1
  -2 | 0 | -0.2 | -6 | -3 | 3 | i | -3 | 10
Cc1ccc(NC(=S)c2ccncc2)cc1
  -4 | -2 | 1.0 | -2 | 18 | -5 | i | 1 | 3
CSc1nc2sc3c(c2c(=S)[nH]1)CC(C)(C)OC3
  -1 | -3 | 1.6 | -6 | 17 | -6 | i | -4 | -1
Cc1cc(C)nc(NS(=O)(=O)c2ccc(NC(=O)NC3CCCCC3)cc2)n1
  -13 | -7 | -0.7 | -7 | 3 | -1 | i | 7 | 2
Cc1ccc(C2/C(=C(\O)c3c(C)nc4ccccn34)C(=O)C(=O)N2CCN(C)C)o1 (stereo not given)
  -3 | -7 | 4.2 | -4 | 12 | 2 | i | 0 | 15
Cc1cc(N)n(-c2nc(-c3cccnc3)nc3ccccc23)n1
  -6 | 2 | 2.3 | 2 | 4 | -4 | i | -2 | -4
Cc1ccc(Oc2nnc(-c3ccccc3)cc2C#N)cc1
  -4 | 1 | -0.1 | 2 | 5 | 3 | i | 5 | -3
CCCCSc1nc2ccccc2[nH]1
  -1 | -1 | 0.2 | -5 | -4 | 2 | i | 12 | 6
COc1ccc(C2NC(=S)NC(C)=C2C(=O)Nc2ccccn2)cc1 (stereo not given)
  -5 | -1 | 0.5 | -8 | -141 | 4 | i | 0 | 6
N#Cc1cc(NCC2CCCO2)c([N+](=O)[O-])cc1C#N (stereo not given)
  -3 | -10 | -0.1 | 45 | 3 | -6 | i | 4 | -4
Cc1ccc(S(=O)(=O)c2cn(CC(=O)Nc3ccccc3)c3ccc(F)cc3c2=O)cc1
  0 | -3 | 0.3 | 6 | 21 | -20 | i | -1 | 6
CCCCCCc1cc2cc(-c3nnc(-c4ccccc4O)o3)c(=O)oc2cc1O
  -7 | -73 | 0.1 | 0 | i | 1 | / | -475 | i
COc1ccccc1C(=O)NNC(=S)Nc1ccccc1
  3 | 10 | 0.2 | -3 | 11 | 1 | i | -3 | 2
COc1cc(C)ccc1NC(=O)Cc1csc(NC(=O)Nc2ccccc2OC)n1
  -2 | 0 | -0.8 | 19 | -8 | 0 | i | 0 | -3
Cc1ccc(-c2csc3nc(C(C)C)oc(=O)c23)c(C)c1
  -8 | 3 | 1.4 | 86* | 5 | -1 | i | 1 | 1
Cc1ccccc1CN1C(=O)CS/C1=N/N=C/c1ccco1
  -3 | 3 | 3.2 | 17 | -1 | 1 | i | 1 | 0
Cc1cc(F)ccc1S(=O)(=O)N1CCCOC1CNC(=O)C(=O)NCCC1=CCCCC1 (stereo not given)
  0 | 2 | -0.9 | -4 | 10 | -3 | i | -1 | -6
O=C(Nc1ccc(NC(=O)c2ccccc2)nc1)c1ccncc1
  -2 | -5 | 0.3 | -8 | -4 | 0 | i | -1 | 2
O=C(NCc1cccnc1)c1cccc(NS(=O)(=O)c2ccc(Br)cc2)c1
  -1 | 1 | 0.2 | 0 | -3 | -3 | i | / | -5
COc1ccc([N+](=O)[O-])cc1NC(=O)C(C)N(C)Cc1ccc(Br)cc1 (stereo not given)
  -3 | -8 | 1.7 | 42 | -14 | 2 | i | -4 | -4
O=C(Nc1ccc2oc(=O)ccc2c1)c1ccc(-c2ccc(Cl)cc2)o1
  -10 | -13 | 0.1 | -7 | 3 | 0 | i | 9 | -4
O=C(CCN1C(=O)/C(=C/c2ccccc2Cl)SC1=S)NC1C=CS(=O)(=O)C1 (stereo not given)
  -1 | -3 | 2.1 | 5 | 13 | -5 | i | -2 | -2
CC1(C(=O)O)Oc2cccnc2NC1=O (stereo not given)
  1 | -3 | -0.6 | -1 | 1 | -1 | i | 2 | -8
Cc1ccc2cc(C=O)c(Cl)nc2c1
  -3 | -5 | -0.4 | -6 | -4 | 1 | i | 1 | 5
Oc1ccc(CN2CCCCC2)nc1-c1ccccc1
  -3 | -1 | 0.4 | -3 | 1 | -3 | i | -3 | -1
CCOC(=O)C1(Cc2ccc(Cl)cc2)CCN(CCCn2cccn2)CC1
  -4 | 5 | -0.1 | -1 | -4 | 3 | i | 2 | 6
Cc1ccc(C2SCC(=O)N2Cc2cn3ccsc3n2)o1 (stereo not given)
  -2 | 5 | -0.6 | -3 | 33 | 3 | i | -2 | -5
COc1ccc(Cl)cc1NC(=O)CN(C(=O)c1ccco1)C1CCCCC1
  4 | 5 | 0.5 | 29 | 36* | 2 | i | 1 | 2
O=C(c1ccc(F)c(S(=O)(=O)N2CCOCC2)c1)N(CCc1ccccc1)Cc1ccccc1
  -2 | 1 | -0.8 | 21 | -4 | 1 | i | -8 | -3
CCOC1C(=O)NC(=O)N1Cc1ccccc1 (stereo not given)
  -2 | -2 | -0.4 | -5 | -4 | 1 | i | -2 | 7
c1cc2cn[nH]c2cc1NC1CCCCCC1
  0 | -3 | 1.5 | -13 | 14 | 1 | i | -5 | -5
COc1ccc(C(=O)CN2CCN(S(=O)(=O)c3cccc([N+](=O)[O-])c3)CC2)cc1
  -3 | 2 | -0.4 | 18 | 3 | -4 | i | -1 | 3
Cc1ccc(NC(=O)CSc2nnc3c(n2)[nH]c2ccccc23)cc1
  -2 | 1 | -0.3 | -7 | -9 | 1 | i | -2 | -7
COc1ccccc1Cc1nc(-c2cccnc2)no1
  -2 | -9 | -0.5 | 0 | 0 | -2 | i | 1 | -6
CC(C)(C)NC(=O)CON=C1c2ccccc2-c2ccccc21
  -2 | 3 | -0.1 | 22 | -7 | -2 | i | -9 | 1
Cc1ccc(C(=O)Nc2cc(=O)n(C)c(=O)n2C)cc1C
  -3 | 12 | -1.0 | -8 | 3 | -3 | i | 3 | -2
CN(C)S(=O)(=O)c1ccc(C(=O)NCC(=O)N/N=C/c2ccccc2Cl)cc1
  -4 | -1 | -0.7 | -4 | -13 | -2 | i | 0 | -3
CC(C)(Oc1ccc(Cl)cc1)C(=O)N1CCN(C(=O)c2ccco2)CC1
  -3 | -1 | 0.7 | 2 | 1 | 2 | i | -2 | -2
O=S(=O)(c1cccc(C(F)(F)F)c1)N1CCN(S(=O)(=O)c2ccc3c(c2)OCCO3)CC1
  -2 | -4 | / | -1 | 6 | 4 | i | 2 | 1
CCCCNC(=O)[C@@H]1CC=C[C@@H]2CCN(C3CC3)C(=O)[C@@H]21
  -1 | 0 | 0.6 | -12 | -4 | 5 | i | 0 | -2
Cc1ccc2nc(C)c(C)nc2c1N
  -4 | 3 | -0.2 | -4 | -10 | 2 | i | -2 | -3
COC(=O)c1[nH]c2ccccc2c1NC(=O)CN1CCN(Cc2ccc3c(c2)OCO3)CC1
  2 | -7 | 0.7 | -1 | -5 | 2 | i | -1 | 4
Cc1ccc(S(=O)(=O)CCC(=O)OCn2nnc3ccccc3c2=O)cc1
  -3 | 4 | 2.4 | -4 | -9 | -6 | i | 1 | 1
Nc1ccc(-c2nc3ccccc3s2)cn1
  -3 | 2 | 5.3* | -1 | 4 | -2 | i | 7 | -3
CCN(CC)c1ccc(NC(=O)CN2CCN(CC(=O)Nc3ccc(F)cc3)CC2)cc1
  -1 | -3 | -0.7 | 4 | 0 | -4 | i | 2 | -1
COc1cc(/C=C(/C#N)c2nc3ccccc3[nH]2)ccc1OC(=O)c1ccco1
  -2 | 14 | 0.0 | 16 | -8 | -1 | i | -298 | -36
N#Cc1ccc(Sc2nc3ccccc3[nH]2)cc1C#N
  -3 | 0 | 1.1 | 74* | -2 | -3 | i | 3 | 6
CC(SCc1cn2cc(Cl)ccc2n1)C(=O)O (stereo not given)
  1 | 2 | 0.2 | -7 | 7 | -2 | i | 7 | 3
O=C(O)CCC(=O)N1N=C(c2ccco2)CC1c1ccco1 (stereo not given)
  -9 | 9 | -0.5 | -3 | -4 | -2 | i | -2 | 4
O=C(CN(C(=O)c1csnn1)c1ccc(Br)cc1)NC1CCCC1
  -2 | 2 | 0.0 | 1 | 22 | 2 | i | 0 | -6
CN(C)CCCN(C(=O)CCOc1ccccc1)c1nc2ccc(F)cc2s1
  -5 | 0 | -0.4 | -4 | 1 | -6 | i | 0 | 14
CC(C)=CC(=O)Nc1ccc(S(=O)(=O)Nc2onc(C)c2C)cc1
  -2 | -2 | -0.2 | -7 | -3 | 2 | i | -1 | -1
COc1cc(CCN(C(=O)c2cc3ccccc3[nH]2)C(c2ccccn2)c2nc3ccccc3[nH]2)cc(OC)c1 (stereo not given)
  -9 | 0 | 1.4 | -1 | 13 | 4 | i | -2 | -8

2 of the compounds above, bar-delimited.
SMILES | bovine MsrA act | CSN deneddyl inh | MsrA inh | FAS TE block | MLLE-PAM2 inh | Rin1-Abl PPI inh | Rpn11 inh | MT1-MMP act inh | eLon inh
O=S(=O)(c1cccc(C(F)(F)F)c1)N1CCN(S(=O)(=O)c2ccc3c(c2)OCCO3)CC1 | -2 | -4 | / | -1 | 6 | 4 | i | 2 | 1
Nc1ccc(-c2nc3ccccc3s2)cn1 | -3 | 2 | 5.3* | -1 | 4 | -2 | i | 7 | -3

Carrying on.
Each structure is followed by: bovine MsrA act | CSN deneddyl inh | MsrA inh | FAS TE block | MLLE-PAM2 inh | Rin1-Abl PPI inh | Rpn11 inh | MT1-MMP act inh | eLon inh
O=C1NC[C@H](c2ccccc2)OC(=O)[C@@H](Cc2ccc(F)cc2)CC/C=C/C[C@@H]1CC(=O)N(CCO)Cc1ccccc1
  0 | -6 | -0.8 | 13 | -4 | 6 | i | 10 | -9
Cc1c(Cc2ccccc2)sc(/N=C/c2ccc3ccccc3c2)c1C(N)=O
  -2 | -1 | / | 1 | -2 | -2 | i | -8 | -24
Cc1ccccc1-n1c2nc(=O)n(C)c(=O)c-2cc2ccccc21
  -1 | 2 | -0.2 | -2 | -41 | -2 | i | -3 | 8
CCC(Oc1ccccc1)C(=O)Nc1ccsc1C(=O)OC (stereo not given)
  -1 | 0 | -0.9 | 34 | 2 | -1 | i | 5 | -6
O=C1NC2(CCCCCC2)C(=O)N1Cc1ccccc1F
  -2 | -1 | 1.3 | -2 | -24 | 0 | i | -1 | -2
